# Screening results deposited in PubChem BioAssay by Fisher Drug Discovery Resource Center.
# mcGAS inh = inhibitors of mouse cGAS. Q8C6L5. recombinant cGAS, Kinase-Glo ATP depletion luminescence. inhibition, % at 12.5 µM. actives 0.15% (n = 160,000). AID 1259399;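 also: 0% = negative control wells and 100% = reference inhibitor with no enzyme activity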
# NPYLR7 agonist = activates Aedes aegypti NPYLR7 receptor; actives 0.15% (n = 270,000); HEK293T NPYLR7/Galpha15, GCaMP6s calcium fluorescence; activation, % at 10 µM; in the data active = activation above about 40%;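 also: 0% = vehicle and 100% = reference agonist at the receptor; some compounds past the cut are filed as inactive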
# hcGAS inh = human cGAS inhibition; AID 1259398; actives 0.081% (n = 290,000); Q8N884; recombinant h-cGAS, ATP depletion, Kinase-Glo luminescence; inhibition, % at 12.5 µM;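 also: 0% = vehicle reaction and 100% = reaction without DNA for no activity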
# Target sequence (Q8N884 whole entry, looked up): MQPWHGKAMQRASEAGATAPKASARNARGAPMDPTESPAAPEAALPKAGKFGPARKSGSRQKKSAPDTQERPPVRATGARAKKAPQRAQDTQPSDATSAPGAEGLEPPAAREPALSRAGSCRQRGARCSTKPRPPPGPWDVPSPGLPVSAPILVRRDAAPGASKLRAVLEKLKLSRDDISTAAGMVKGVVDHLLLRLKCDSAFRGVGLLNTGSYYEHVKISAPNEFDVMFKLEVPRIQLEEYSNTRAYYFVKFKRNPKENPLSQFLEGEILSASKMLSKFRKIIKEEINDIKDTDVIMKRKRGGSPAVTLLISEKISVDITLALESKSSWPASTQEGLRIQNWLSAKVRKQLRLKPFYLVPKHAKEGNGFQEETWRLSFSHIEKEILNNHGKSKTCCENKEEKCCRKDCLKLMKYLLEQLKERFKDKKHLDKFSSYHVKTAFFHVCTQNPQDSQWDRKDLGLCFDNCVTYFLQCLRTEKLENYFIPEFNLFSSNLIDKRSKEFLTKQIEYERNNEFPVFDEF
# Active calls of the source: *; . = not tested or not shown; & = joins results of further samples. Rule as the data show it, unless noted: active = inhibition above about 40%; inactive = the rest. Rows are unselected. Share with any hit: about 0.26%.
molecule	mcGAS inh	NPYLR7 agonist	hcGAS inh
CCN1CCN(Cc2cn[nH]c2-c2ccc3cc(OC)ccc3c2)[C@@H](C)C1=O	.	1	-6
COc1ccc(OC)c(CN(Cc2ccc3c(c2)OCO3)Cc2nc(C(=O)N3CCOCC3)co2)c1	-4	14	0
O=C(NCc1ccc(-c2ccccn2)s1)c1cccc2ccnn12	-15	2	-3
CN(C(=O)c1c[nH]c(=O)c(Cl)c1)c1cccc(OC(F)(F)F)c1	.	7&4	-6&-7
CCn1c(C)cc(C(=O)N2C[C@@H](N)C[C@H]2C(=O)NC(C)C)c1C	.	-1	6
Cn1c(SCC(=O)N2CCOCC2)nnc1-c1ccc(C(C)(C)C)cc1	-8	9	-3
O=[N+]([O-])c1ccc(C(c2ccccc2)c2ccccc2)cc1	.	11	0
Cc1nc2n(n1)C(=O)C(C(c1cccs1)N1CC(C)CC(C)C1)S2 (stereo not given)	-6	8	-3
C#CCNC(=O)[C@H]1O[C@H](CCN(CCOC)CCOC)CC[C@@H]1O	-9	-5	-6
COc1ccc(S(=O)(=O)c2c[nH]c3ccc(F)cc3c2=O)cc1	-2	4	-3
CN(Cc1cc(-c2ccccn2)no1)C(=O)C1(c2ccccc2F)CC1	.	12	-6
CNc1cccc(-c2ccc(S(C)(=O)=O)cc2)n1	.	3	-10
CC1CCCCN1CCCNC(=O)C(C1CCCC1)N1CCN(C(=O)c2ccco2)CC1 (stereo not given)	-5	0	-4
Cc1ccc(N2CCCn3c2nc2c3c(=O)[nH]c(=O)n2C)cc1Cl	.	0	-6
c1csc(COc2ccc(CNc3nn[nH]n3)cc2)c1	-7	15	-2
COc1cc2c(cc1OC)C1(CCCC1)CNC2C (stereo not given)	.	3	3
CCOc1ccc(OCCCCOc2ccccc2C(C)=O)cc1	.	19	-10
COC(=O)CCC(=O)N1CCC(c2nc(-c3ccc(C)cc3)no2)CC1	1	.	-2
C#CCSc1nc(N)c2c3c(sc2n1)CCCC3	.	0	-5
O[C@H]1Cc2ccccc2[C@H]1Nc1nccc(CCC(F)(F)F)n1	.	9	-7
Cc1ccccc1NC(=O)Cn1nc2c(cc1=O)CCCC2	-2	1	-3
O=C1NCC2(CCCN(C(=O)c3ccccc3-c3ncc[nH]3)C2)O1 (stereo not given)	.	4	-10
CCN(Cc1ccncc1)C(=O)C1CCC(=O)N(Cc2ccccn2)C1 (stereo not given)	.	1	-6
O=C(O)c1ccccc1/C=C1\SC(=S)N(c2cccc(Cl)c2)C1=O	.	0	2
C=c1occc1=C1NN=C(SCC(=O)N(CC(C)C)CC(C)C)O1	.	-4	-11

# Sorted by heavy-atom count (largest number first): some entries from above
molecule	mcGAS inh	NPYLR7 agonist	hcGAS inh
CC1CCCCN1CCCNC(=O)C(C1CCCC1)N1CCN(C(=O)c2ccco2)CC1 (stereo not given)	-5	0	-4
COc1cc2c(cc1OC)C1(CCCC1)CNC2C (stereo not given)	.	3	3
CNc1cccc(-c2ccc(S(C)(=O)=O)cc2)n1	.	3	-10

# Next section:
molecule	mcGAS inh	NPYLR7 agonist	hcGAS inh
CC1CCc2c(sc3ncn(CC(=O)N(CCC#N)Cc4ccco4)c(=O)c23)C1 (stereo not given)	-6	3	-7
COc1nc2ccccc2cc1CN1CCC(OCc2cccnc2)CC1	.	-5	-3
CC(Cc1ccsc1)NS(=O)(=O)CC1CCOCC1 (stereo not given)	.	13	-11
COc1ccc(CNC2CCCc3nc(N(C)C)ncc32)c(OC)c1 (stereo not given)	.	6	-6
CCOc1cccc(-c2ccc(C(=O)NC)s2)c1	-14	-5	-3
CCOc1ccc(-c2cc3c(=O)n(CC(=O)Nc4ccc(Oc5ccccc5)cc4)ccn3n2)cc1	-8	10	-6
O=C1NC2(CCN(C(=O)c3ccc([N+](=O)[O-])cc3)CC2)Nc2cccc(Cl)c21	-3	1	-3
c1ccc(NCCn2cnc(-c3ccccc3)c2-c2ncc[nH]2)cc1	.	6	-4
COc1ccc2c(c1)C1(CC(=O)N(Cc3ccccc3)C1=O)C(=O)N2CCCn1c(=O)n(C)c2ccccc21 (stereo not given)	-3	15	-5
COc1ccc(NC(=O)NC(c2ccccc2)c2ccccc2)cc1N1CCCC1=O	.	-3	-14
CCc1ccc(CN(C)C(=O)c2cc(=O)c3ccccc3o2)nc1	.	-2	-3
CCCN1CCN(C(=O)c2nc(N3CCC(C)CC3)c3cnn(C)c3n2)CC1	-6	.	-13
COc1ccc(-n2ccnc2CN(C)CC2CCN(Cc3ccc(C)o3)CC2)cc1	-8	1	-6
CN(CC(=O)N(C)C1CCN(CC2CCOC2)CC1)c1ccccc1 (stereo not given)	.	10	-8
Cc1cccc2c(-c3ccc(O)c(-c4ccno4)c3)c[nH]c12	.	12	-4
CN1CC2=C(C1=O)C(c1ccc(Br)cc1)NC(=O)N2 (stereo not given)	.	1	-4
CC1CC1CNC(=O)c1cc(S(N)(=O)=O)ccc1Br (stereo not given)	.	0	-5
N#Cc1nc(Oc2ccc(-c3ccccc3)cc2)c(=O)[nH]c1C#N	.	10	-2
C=c1c(C#N)c2[nH]c(N)c(C#N)c(C)c-2/c1=C\c1ccc(OC)c(OC)c1	2	10	-2
CC1c2ccsc2CCN1Cc1c(O)ccc2ccccc12 (stereo not given)	.	-4	3
COc1ccc(C(=O)NNc2cc(=O)n(C)c(=O)n2C)cc1	-7	1	-4
Cc1ccc(C)c(OCC(O)CN2C(=O)NC(C)(c3ccccc3)C2=O)c1 (stereo not given)	.	2	3
CCOC(=O)c1ccc2c(c1)n(CC(O)c1cccc(F)c1)c(=O)n2CC (stereo not given)	.	-7	-16
FC(F)Oc1ccc(C2CC(c3ccccc3)=Nc3nnnn32)cc1 (stereo not given)	.	-1	-10
Cc1cc(NC(=O)CN2CCN(S(=O)(=O)c3ccc(C(C)(C)C)cc3)CC2)no1	.	4	-8
COc1ccc(-c2cc3ncn(CCC(N)=O)c(=O)c3s2)cc1	.	1	-7
CCOC(=O)C1(NC(=O)CS(=O)(=O)CC)CCc2ccccc21 (stereo not given)	2	-20	1
CC(=O)c1ccc(NC(=O)c2ccc(C)c(S(=O)(=O)N3CCOCC3)c2)cc1	6	-10	15
CCn1nc(C)c(CNC(=O)c2ccc(N3CCCC3)c(F)c2)c1C	.	-4	-9
CC1Cc2ccccc2N(C(=O)c2ccc(CNC(N)=O)cc2)C1 (stereo not given)	.	1	-4
C=CCN(CC(=O)N1CCc2sccc2C1COc1ccccc1F)S(=O)(=O)c1ccc(OC)cc1 (stereo not given)	-8	.	-2
Cc1cccc(NC(=O)NC(=O)CN2CCc3sccc3C2)c1C	.	-3	-4
O=c1c2c(-c3ccccc3)n3ncnc3nc2ccn1Cc1cccnc1	.	-4	3
CCOC(=O)C1CCCN(C(=O)c2ccc(CSc3nc(COC)cc(N(C)C)n3)o2)C1 (stereo not given)	-1	1	5
COCCNC(=O)c1ccc(CSc2nnc(-c3cccc(OC)c3)n2-c2ccc(C)cc2)cc1	-2	20	0
CCCN1C(=O)C(=Cc2ccc(OC)c(OC)c2)NC1=S	.	1	-10
O=C(NCc1cccs1)NCc1nnnn1-c1ccc(F)c(F)c1	.	1	-7
COc1ccc(N2CC(c3nc(-c4ccc(OC)cc4OC)no3)CC2=O)cc1 (stereo not given)	.	0	0
C(=NNc1ncnc2sc3c(c12)CCCC3)c1ccncc1	.	-6	3
O=c1cc(N2CCNCC2)oc2c(-c3ccccc3)cccc12	.	-10	-3
Cn1cc(C(=O)N2CCCCCC2)cc(NC(=O)c2ccccc2Cl)c1=O	-2	-12	-2
CCN(CCCNC(=O)Nc1ccc(F)c(F)c1)S(C)(=O)=O	.	0	-10
O=c1oc(-c2cccnc2)nc2ccc(Br)cc12	-3	-6	5
COc1cccc(C(O)c2ncc(-c3cccc(C(F)(F)F)c3)[nH]2)c1 (stereo not given)	.	2	-5
CN(CCN1C(=O)CC2(CCSC2)C1=O)c1ccccc1 (stereo not given)	.	1	-11
CCc1ccc(C2CCCN2S(=O)(=O)NCc2noc(C)n2)o1 (stereo not given)	.	4	-9
CCc1ccccc1N1CCN(C(=O)c2ccc(Cl)cc2)C(C)C1=O (stereo not given)	-2	8	-2
CCOc1cc(S(=O)(=O)NCCCN2CCOCC2)ccc1Cl	-5	3	0
CCn1nnc2c(NCCC(C)C)ncnc21	.	9	-5
COCC1CN(S(=O)(=O)c2cnc[nH]2)CC12CCNCC2 (stereo not given)	-5	.	-11

# Further compounds:
molecule	mcGAS inh	NPYLR7 agonist	hcGAS inh
Cc1cc(C(=O)C(C)n2cnc3c2c(=O)n(C)c(=O)n3C)c(C)n1Cc1ccco1 (stereo not given)	.	1	-7
C=CCn1c(SCC(=O)N(CC)CC)nnc1-c1ccc(OC)cc1	-6	-4	-6
COc1ccc(-c2nn(-c3ccccc3C)cc2CN2CCCC(CNC(C)=O)C2)cc1F (stereo not given)	-13	12	-12
CC(C)(C)OC(=O)N1CCN(Cc2nc(C3CC3)cs2)CC1	.	2	4
COC(=O)c1ccc2c(c1)C1CC(C)(O2)N(c2ccc(C)c(Cl)c2)C(=O)N1 (stereo not given)	-7	-2	-10
Cc1cc(C(F)(F)F)nc2[nH]c(=O)c3ccccc3c12	.	0	-3
S=C(Nc1ccc2c(c1)OCO2)Nc1ccccc1Cl	.	13	-13
CN1CCN(c2oc(-c3ccc(COc4ccc(Cl)cc4)o3)nc2C#N)CC1	-1	-1	2
CCSc1nc(CC(=O)N[C@H]2CCN(Cc3ccccc3)C2)cs1	-11	-5	-4
CC(C)(C)NC(=O)CNC(=O)C(C)(C)Oc1ccc(C#N)cc1	.	0	-4
COc1ccc(C(C2Sc3nc(C)nn3C2=O)N2CCN(c3ccc(OC)cc3)CC2)cc1 (stereo not given)	.	7	0
CN(C)CCOC(=O)C12CC3CC(CC(C3)C1)C2	-7	5	-6
O=C(Nc1cc(Cl)ccc1Cl)N1CCC(c2ccccc2)CC1	-4	-7	-7
O=C(CSc1nc(-c2ccccc2)cc(=O)[nH]1)c1ccccc1	-9	0	-7
CCc1c(C)nn(CC(=O)N[C@@H]2C[C@@H](C(=O)OC)N(C)C2)c1C	-11	2	-2
Cc1ccc(CN(C(=O)c2ccco2)C2CCS(=O)(=O)C2)o1 (stereo not given)	-3	6	-10
Cc1ccc(C2(O)CCN(Cc3cc(C#CCO)cs3)CC2)nc1	.	30	-6
COc1ccc(NC(=O)C(Sc2ccc(F)cc2)C(C)C)cc1 (stereo not given)	.	-5	-6
O=C(O)c1cc2cc(Br)ccc2oc1=O	-3	5&-2	-2&-9
CCOC(=O)N1CCC2(CC1)NCCc1[nH]cnc12	.	-1	5
CC(=O)N1Cc2ccccc2C(C)CC12CCCC2 (stereo not given)	.	5	-18
COc1cccc(CSc2nnc(CNC(=O)Nc3ccc(C#N)cc3)n2-c2ccc(Cl)cc2Cl)c1	1	-6	0
COCc1nc(NCc2ccc(Cl)c(Cl)c2)c2cnn(C)c2n1	0	0	-5
Cc1cc2nc(-c3cccs3)cc(-c3nnc(SCC(=O)c4cccc(F)c4)n3C(C)C)c2cc1C	-7	-5	-8
c1csc(-c2noc(CSc3ccc4ccccc4c3)n2)c1	.	-2	-2

# Compound profiles, from the list above. Screens in order: mcGAS inh | NPYLR7 agonist | hcGAS inh
# `O=C(O)c1ccccc1/C=C1\SC(=S)N(c2cccc(Cl)c2)C1=O` is entered as . | 0 | 2
# `CCc1ccccc1N1CCN(C(=O)c2ccc(Cl)cc2)C(C)C1=O` (stereo not given) is entered as -2 | 8 | -2
# `c1ccc(NCCn2cnc(-c3ccccc3)c2-c2ncc[nH]2)cc1` is entered as . | 6 | -4
# `Cc1nc2n(n1)C(=O)C(C(c1cccs1)N1CC(C)CC(C)C1)S2` (stereo not given) is entered as -6 | 8 | -3
# `O=C1NCC2(CCCN(C(=O)c3ccccc3-c3ncc[nH]3)C2)O1` (stereo not given) is entered as . | 4 | -10

# The results go on:
molecule	mcGAS inh	NPYLR7 agonist	hcGAS inh
COc1ccc(-n2nc3c(c2NC(=O)c2ccc(S(=O)(=O)N(C)C)cc2)CS(=O)C3)cc1 (stereo not given)	.	-3	-6
CN(C(=O)CN1CCN(c2cc(-c3ccc(OCc4ccccc4)cc3)ncn2)CC1)c1ccccc1	.	-3	-10
COc1ccc(CNC(=O)c2ccc(-c3cc(-c4cccc5ccccc45)[nH]n3)cc2)cc1OC	-7	.	-7
COc1ccc(CCNC(=O)c2c(C)noc2-c2ccncc2)cc1OC	-9	7	-7
CCN(CCO)C(=O)CC1C(=O)NCCN1Cc1cccc(Oc2ccccc2)c1 (stereo not given)	.	4	-2
COc1ccc(C(C)(C)C)cc1NS(=O)(=O)c1cccc(C(C)=O)c1	.	1	-5
CCCCc1nnc(NC(C)=O)s1	.	4	2
O=C(O)CCN1C(=O)CSC1c1ccc(F)cc1 (stereo not given)	-2	1	0
Cc1noc(-c2cccc(C(F)(F)F)c2)c1C(=O)NCCOc1ccccc1	-9	8	-7
CC(=O)N1CCc2ccccc2C1c1ccccc1F (stereo not given)	-7	20	-3
COc1ccccc1-n1c(SCc2nc(C(=O)O)cs2)nnc1-c1ccccc1Cl	-5	2	-7
O=c1c2c(cnn2-c2ccc(F)cc2)c(C2CC2)nn1CCc1ccccc1	.	1	-5
CCCC(C)c1nc(N2CCCN(C(=O)NC3CCCCC3)CC2)c2cnn(-c3ccccc3)c2n1 (stereo not given)	-10	.	-11
Clc1ccc(-c2cccc(Nc3ccc(Oc4ccccc4)cc3)n2)cc1	-2	-7	-3
